Assay outcomes (PubChem)
KOR beta-arrestin-1 = kappa opioid receptor blockers – cell-based, luminescence, uHTS (AID 1778); KOR beta-arrestin recruitment, luminescence, antagonist mode; higher % means a stronger effect; hit rate 0.091% among 290,000; inhibition, % at 10 µM; hits with a dose series show IC50 in µM; also: strong numbers were not always called active
KOR beta-arrestin-2 = kappa opioid receptor activators – cell-based, luminescence, uHTS, primary screen (AID 1777) | one-dose activation, % at 10 µM; EC50 in µM for titrated hits | KOR beta-arrestin recruitment, luminescence; higher % means a stronger effect | hit rate 0.02% among 280,000; in the data active = activation above about 50%, passing the limit was not always enough; also: a part of the inactive calls stands beside numbers as strong as those of hits
HEK293 NOD2/NF-kB = inhibition of NOD2-driven NF-kB reporter – cell-based, luminescence, uHTS, HEK293 (AID 1566); HEK293 NOD2/NF-kB luciferase reporter, luminescence; higher % means a stronger effect; hit rate 0.63% among 290,000; inhibition, % at 4 µM, or EC50 in µM where a hit was titrated; also: many of its hits are not listed in these tables
NOD1 inhibition = inhibition of NOD1-driven NF-kB reporter – cell-based, luminescence, uHTS, primary screen (AID 1578) | hit rate 1% among 290,000 | NOD1-driven NF-kB luciferase reporter cells, luminescence; higher % means a stronger effect | inhibition, % at 4 µM, or EC50 in µM where a hit was titrated; in the data active = inhibition mostly above about 36%, no sharp cut-off; inactive = mostly below about 34%;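 also: HEK-293T reporter cells stimulated with the NOD1 agonist gamma-tri-DAP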
Myeloid diff 2 = compounds promoting myeloid differentiation; calls only at 10 µM; hit rate 1% among 360,000; ER-HoxA9 myeloid progenitors, lysozyme-GFP differentiation, flow cytometry;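 active = normalized GFP-positive differentiation at or above the plate's own cutoff, the solvent-only control mean plus 3 SD; inconclusive = no clear call, values can overlap the other calls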;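 also: cells exposed to compound for four days before flow analysis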
LYP phosphatase = PTPN22 lymphoid phosphatase activity blockers – biochemical, fluorescence intensity, uHTS (AID 1779) | recombinant LYP phosphatase, fluorescence intensity; higher % means a stronger effect | inhibition, % at 11.5 µM; hits with a dose series show IC50 in µM | hit rate 0.054% among 290,000;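 also: plate controls were vehicle with enzyme for no effect and no enzyme for full effect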
SIAH1 antagonists = blockers of Siah-1 interaction with plectin peptide – biochemical, fluorescence polarization, rhodamine-plectin, uHTS, primary screen (AID 1817); Siah-1 / rhodamine-plectin peptide fluorescence polarization; higher % means a stronger effect; displacement, % at 20 µM, or IC50 in µM where a hit was titrated; hit rate 0.02% among 290,000;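 active = displacement of at least 50% at 20 µM, with a fluorescence ratio check between 0.3 and a set limit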;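 also: plate controls were Siah plus tracer with DMSO for no effect and tracer alone without Siah for full effect; strong numbers were not always called active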
HIV peptide binding = cell-free HIV fusion peptide-binding blockers – biochemical, uHTS, fluorescence dequenching, primary screen (AID 1986); hit rate 0.3% among 290,000; inhibition, % at 20 µM; hits with a dose series show IC50 in µM; cell-free peptide binding, fluorescence dequenching, 30 min; higher % means a stronger effect; in the data active = inhibition mostly above about 52%, no sharp cut-off; inactive = mostly below about 76%; also: some results filed as inactive read as strong as hits
Salmonella PhoP GFP = inhibitors of PhoP regulon expression, primary screen, Salmonella Typhimurium, GFP reporter (AID 1863). S. Typhimurium PhoP-regulated promoter GFP reporter, 4 h; higher % means a stronger effect. one-dose inhibition, % at 50 µM; IC50 in µM for titrated hits. hit rate 0.16% among 300,000;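 active = inhibition over 29.93%, a cutoff 3 SD above the screen mean, later confirmed by dose response; inconclusive = inhibition over 29.93% but no dose response follow-up; inactive = inhibition at most 29.93% or unconfirmed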;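 also: 0% = low Mg2+ inducing control and 100% = high Mg2+ repressing control; strong numbers were not always called active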
Myeloid diff 2 GFP+ MAC1+ % = second read-out of Myeloid diff 2, no call of its own (marks repeat the call); GFP+ MAC1+ double positive, %; measured here: differentiation confirmed by MAC1 staining
Numbers without * were called inactive; i = inactive; ? = inconclusive; . = no result given; + = active, no number; [ ] = dose if it differs, or a comment. Rule as the data show it, unless noted: active = inhibition above about 50%; inactive = the rest. These rows are one share of the data; the hit share may differ from the screen's.

SMILES | KOR beta-arrestin-1 | KOR beta-arrestin-2 | HEK293 NOD2/NF-kB | NOD1 inhibition | Myeloid diff 2 | Myeloid diff 2 GFP+ MAC1+ % | LYP phosphatase | SIAH1 antagonists | HIV peptide binding | Salmonella PhoP GFP
Clc1cccc(Cl)c1Cn1ccc(C2CC2)n1 | 12% | -0.4% | -32% | -12% | i | 0.3 | -4% | -8% | -1.6% | -8%
Cc1ccc(-c2c3c(=O)n(C)c(=O)n(C)c3cn2Cc2cccnc2)cc1 | 34% | -0.8% | 8% | 29% | i | 1.2 | 2% | 2% | -0.3% | -6%
Cc1cc(C)c(S(=O)(=O)N2CCCOC2CNC(=O)C(=O)NCCC2=CCCCC2)c(C)c1 (stereo not given) | -11% | -1.9% | 10% | -1% | i | 0.7 | 7% | 1% | -3.3% | -9%
CC(=O)Nc1ccc(NC(=O)CNC(=O)c2cccc(C)c2)cc1 | -19% | 0.7% | 7% | -15% | i | 1.3 | -7% | 1% | 0.1% | -5%
CC(Oc1ccc(Cl)cc1)C(=O)Nc1ccccc1C(=O)N1CCOCC1 (stereo not given) | 15% | -1.7% | -1% | -30% | i | 1.1 | -6% | 7% | -1.3% | -4%
Cc1cc(C)c(NC(=O)C2=CCN(S(=O)(=O)c3ccc(F)cc3)CC2)c(C)c1 | -16% | 1.0% | -12% | -28% | i | 3.1 | -1% | 18% | 0.1% | -5%
COc1ccc(CSc2nncn2N)cc1Br | -30% | 3.5% | 0% | 7% | i | 1.5 | 1% | 0% | 1.9% | 7%
O=C1c2ccc(Oc3ccc([N+](=O)[O-])cc3)cc2C(=O)N1c1ccncc1 | -42% | 9.5% | -6% | 7% | i | 0.2 | -8% | -7% | -0.3% | 5%
Cc1onc(-c2ccccc2)c1-c1ccnn1S(=O)(=O)c1ccc(Cl)cc1 | -8% | -0.2% | -11% | 4% | i | 0.5 | -1% | 0% | 1.2% | -6%
O=C(C(F)C(F)(F)F)N1CCN(c2ccccc2)CC1 (stereo not given) | -11% | 2.2% | -2% | -5% | i | 5.8 | -3% | 0% | -1.3% | 4%
CCC(CC)C(=O)Nc1c(C(=O)N2CCN(c3ccccc3)CC2)oc2ccccc12 | -7% | -1.3% | 3% | 8% | i | 5.5 | -6% | 2% | -1.6% | -5%
Nc1nc(C2CCCN2S(=O)(=O)c2ccc(Cl)cc2)cs1 (stereo not given) | -2% | -0.7% | 12% | -11% | i | 0.7 | -5% | 2% | 3.9% | -7%
O=C(O)C1CCN(S(=O)(=O)c2ccc3c(c2)OCCCO3)CC1 | 17% | -5.3% | 12% | -27% | i | 0.2 | -9% | 2% | 0.3% | -3%
Cn1c(=S)[nH]c(=O)c2ncc(=O)[nH]c21 | -12% | 1.6% | -11% | -12% | i | 1.5 | -7% | 1% | -0.7% | 2%
COc1ccc(NC(=S)N2CCN(S(=O)(=O)c3ccc(OC)cc3)CC2)cc1 | -17% | 6.1% | -7% | -19% | i | 0.3 | -6% | 13% | -0.4% | -5%
Cc1cc(=O)[nH]c(SCC(=O)c2ccc(C(C)C)cc2)n1 | 1% | -3.5% | 4% | -30% | i | 0.6 | -2% | 1% | -1.4% | -7%
CC1(C)SCC2C(=O)N3C(CSC3(C)C)C(=O)N21 (stereo not given) | 6% | -2.7% | 10% | -8% | i | 1.1 | -9% | 4% | -3.8% | -4%
CNC(=O)c1c(NC(=O)c2ccc(N3C(=O)CCC3=O)cc2)sc2c1CCC(C)C2 (stereo not given) | -41% | 15% | 9% | -2% | i | 0.7 | -3% | -7% | 0.6% | 2%
O=C(CCCCCCCC(=O)NNC(=O)Nc1ccccc1)NNC(=O)Nc1ccccc1 | 8% | 2.6% | -14% | 26% | i | 1.0 | -9% | 5% | 0.4% | -10%
COC(=O)c1cc(S(=O)(=O)N2CCCCC2)c[nH]1 | -23% | -7.8% | -22% | -2% | i | 2.4 | -7% | 0% | -1.6% | 2%
COc1cc(/C=C/C(=O)O)cc(S(=O)(=O)Nc2ccc3c(c2)OCO3)c1OC | -11% | -2.2% | 19% | -16% | i | 0.4 | -5% | 3% | -1.1% | -7%
Cc1ccc(/C=N/N2C(=S)SC(C)(C)C2N(O)C(=O)Nc2ccc([N+](=O)[O-])cc2)cc1 (stereo not given) | -21% | 3.4% | -32% | 4% | i | 1.9 | 7% | 3% | 3.2% | 2%
O=C(Oc1ccccc1Cl)c1ccccc1P(=O)(O)O | -18% | -0.6% | -3% | -11% | i | 7.3 | -6% | 5% | 0.7% | -2%
COc1ccc(C(=O)Nc2nc(N)n(-c3ccccc3)n2)cc1 | 16% | 2.3% | 3% | -4% | i | 1.3 | 0% | 5% | -0.2% | 3%
O=c1[nH]cnc2c1ncn2[C@@H]1O[C@H](CO)[C@@H](O)[C@H]1O | -36% | 5.5% | 9% | -8% | i | 3.8 | -7% | 6% | 1.2% | -5%
(further entries)
SMILES | KOR beta-arrestin-1 | KOR beta-arrestin-2 | HEK293 NOD2/NF-kB | NOD1 inhibition | Myeloid diff 2 | Myeloid diff 2 GFP+ MAC1+ % | LYP phosphatase | SIAH1 antagonists | HIV peptide binding | Salmonella PhoP GFP
COc1ccc(-n2c(SCC(=O)Nc3ccc4c(c3)OCO4)nc3c(c2=O)SCC3)cc1 | -37% | 2.1% | 14% | 3% | i | 3.9 | 0% | 0% | 3.7% | 5%
COc1cc(OC)cc(C(=O)NCC2CCCN(C(=O)c3oc(C)cc3C)C2)c1 (stereo not given) | 17% | -1.3% | 8% | -16% | i | 0.3 | -5% | 7% | -1.1% | -3%
COc1ccc(NC(=O)COc2ccc(N(C)S(=O)(=O)c3ccc(C)cc3)cc2)cc1 | 8% | -1.6% | 10% | -8% | i | 1.1 | 2% | 9% | 1.6% | -6%
COc1cc(/C=C(\C#N)C(=O)Nc2cc(C(F)(F)F)ccc2Cl)ccc1OCC(=O)Nc1cccc(C(F)(F)F)c1 | 13% | 2.8% | 13% | -29% | i | 0.4 | 6% | 6% | 20% | 14%
CCOc1ccc(NC2=C(OC)C(=O)c3ccccc3C2=O)cc1 | -18% | 12% | 13% | -5% | i | 0.7 | 1% | 3% | -2.0% | 10%
COc1ccc(C2Nc3ccccc3C(=O)N2c2ccccc2)cc1Cn1cc([N+](=O)[O-])cn1 (stereo not given) | 11% | -4.1% | -9% | -19% | i | 0.3 | 3% | -3% | -0.9% | 13%
COc1cccc(/C=N/NC(=O)c2c(C)nc3ccc(Cl)cn23)c1O | -30% | 1.7% | . | . | . | . | -3% | -8% | 1.3% | 1%
Cc1nc(NCCO)c(C#N)c2c1COC(C)(C)C2 | 5% | 1.0% | 5% | -23% | + | 9.8* | -1% | 12% | 1.1% | 2%
N#Cc1ccc2c(c1)nc1ccccn12 | 15% | -2.9% | -3% | -25% | i | 1.0 | -17% | -3% | 1.1% | 7%
N#Cc1nc(COc2ccccc2F)oc1NCCc1ccccc1 | 22% | -1.0% | -22% | -31% | i | 1.1 | 6% | 0% | 1.3% | -2%
CCOc1ccc(N2Cc3ccccc3C2)cc1 | 0% | 1.1% | -62% | -82% | i | 7.5 | 0% | 0% | 4.5% | .
Cc1sc2ncn(CC(=O)NCC(=O)N(C)C3CCCCC3)c(=O)c2c1C | -19% | 5.2% | 14% | -15% | i | 1.4 | -4% | 1% | -2.5% | -13%
Cc1c(C(=O)NNC(=S)Nc2ccc(S(N)(=O)=O)cc2)oc2ccccc12 | 2% | -0.5% | 42% | 7% | i | 2.3 | -13% | -10% | 11% | 1%
c1ccc(-c2nnc(N3CCN(c4ccccc4)CC3)nc2-c2ccccc2)cc1 | 6% | 2.2% | 16% | 6% | i | 0.2 | -2% | 10% | 1.9% | -14%
COCc1nn2c(N)c(C#N)cnc2c1-c1ccccc1 | 28% | -3.6% | 3% | -15% | i | 1.6 | 7% | 7% | 0.1% | 4%
COCCNC(=O)c1c(CSc2ccccc2)noc1C(=O)NCc1ccccc1 | 30% | -1.6% | -4% | -5% | i | 2.8 | -2% | 13% | -1.3% | 3%
COc1cc([N+](=O)[O-])ccc1NC(=O)C[n+]1ccccc1C | 6% | -1.2% | -8% | -2% | i | 0.4 | -8% | 0% | -1.3% | -4%
CSc1nc2ccc(Br)cc2[nH]1 | -27%[20 µM] | -13% | 15% | -12% | i | 0.8 | -7% | 12% | 1.5% | 7%
CC1(C)Cc2c(cnn2-c2ccc(F)cc2)C(NC(=O)CCc2ccncc2)C1 (stereo not given) | 3% | 2.6% | -22% | -59% | ? | . | -4% | -1% | -1.2% | .
COc1ccccc1CC1S/C(=N/N=C/c2ccco2)NC1=O (stereo not given) | -1% | -2.1% | 8% | -36% | i | 0.3 | -3% | 0% | -0.9% | -5%
CC(C)(C)NC(=O)Cn1ccc(=N)c2ccccc21 | 2% | 0.5% | 1% | -4% | i | 0.7 | -5% | 2% | -1.1% | 5%
NS(=O)(=O)c1ccc(NC(=S)NC(=O)c2cccc(Br)c2)cc1 | 30% | -4.6% | 20% | -44% | i | 0.0 | 6% | 4% | 1.0% | -1%
S=c1[nH]nc(-c2cc(-c3ccccc3)n[nH]2)n1/N=C/C=C/c1ccccc1 | -29% | 0.9% | 17% | 3% | i | 0.4 | -2% | -4% | 0.3% | 1%
Cc1cc(NC2C3CC4CC(C3)CC2C4)n2nnnc2n1 (stereo not given) | 22% | 4.2% | 10% | -21% | i | 6.5 | -11% | 5% | -2.8% | 5%
Nc1c(-c2ccc(Cl)cc2)cnn1C1CCS(=O)(=O)C1 (stereo not given) | -3% | -3.2% | 5% | -19% | i | 0.6 | -13% | -5% | -2.8% | 12%
COC(=O)CC1C(=O)NCCN1C(=O)CSc1nc2cc(Cl)ccc2o1 (stereo not given) | -5% | 0.4% | 4% | -26% | i | 0.4 | -5% | 8% | -0.1% | -2%
COCCN(C(=O)CSc1nnc(C)n1Cc1ccccc1)c1c(N)n(Cc2ccccc2)c(=O)[nH]c1=O | 1% | -3.5% | 0% | -22% | i | 0.2 | -8% | 5% | -1.7% | 0%
O=C1c2cccnc2C(Nc2ccc(S(=O)(=O)N3CCCCC3)cc2)N1Cc1ccccc1 (stereo not given) | -4% | 3.0% | 2% | -4% | i | 4.4 | 8% | 0% | -1.8% | -4%
CCC(c1nnnn1Cc1ccc(F)cc1)N1CCN(C)CC1 (stereo not given) | 13% | -2.6% | 10% | -6% | i | 0.5 | -9% | 3% | 2.3% | -8%
CCc1cc(C(=O)NCC2CCCO2)sc1C (stereo not given) | 5% | 1.5% | -12% | -39% | i | 0.0 | 2% | -4% | 0.6% | -4%
